# High-throughput results (PubChem BioAssay)
# JMJD2A Tudor inh: JMJD2A Tudor domain (human) inhibition | AlphaScreen JMJD2A-Tudor / H3K4me3 peptide binding | Potency, µM (series often up to 114 µM), for inactives: at the highest dose activity change, negative = inhibition, hits mostly inhibitors | 4.4% of 390,000 active | AID 504339; further: potency means the concentration at half of the fitted maximal effect; on the % scale 0 is the no-effect control and ±100 the full control effect; nearly all actives have a fitted effect of over 50% in size
# POLH inh: DNA polymerase eta (human) inhibition; recombinant Pol eta, fluorescent DNA replication assay; 1.2% of 390,000 active; Potency, µM (highest dose often 114 µM), for the others: at the top dose activity change, negative = inhibition, hits mostly inhibitors; AID 588591; Q9Y253; further: potency means the concentration at half of the fitted maximal effect; on the % scale 0 is the no-effect control and ±100 the full control effect
#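 Pol eta at 10 nM preincubated with compounds 15 min at room temperature; reaction started with fluorescent substrate (50 nM final) and read kinetically at 0 and 10 min.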
# Pin1 inhibitor: inhibitors of human Pin1; Q13526; Pin1 FP peptide displacement, HiFluor488, 10 min; Potency, µM (highest dose often 115 µM), for inactives: at the top dose activity, negative = inhibition, actives largely listed as inhibitors; 0.009% of 390,000 active; AID 504891; active means well fitted inhibition curve with a large enough effect in the polarisation, with a control signal flat, not every such curve was filed as active; inconclusive means small, poorly fitted or top-dose-only effect, or effect the other way, or a change in a side signal; inactive means no such curve, though single readings can be large or run the other way; the % refers to the polarisation; further: potency means the concentration at half of the fitted maximal effect; on the % scale 0 is the no-effect control and ±100 the full control effect
# Target sequence (Q13526 whole entry, looked up): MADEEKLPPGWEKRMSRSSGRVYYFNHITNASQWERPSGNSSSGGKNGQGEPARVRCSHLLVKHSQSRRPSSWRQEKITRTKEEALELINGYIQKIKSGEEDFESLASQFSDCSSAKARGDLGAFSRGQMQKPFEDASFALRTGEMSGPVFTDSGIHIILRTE
# PI4K2A block: inhibitors of human PI4K2A; 0.13% of 420,000 active; purified PI4K2A, ADP-Glo luminescence, 1 h; hits give low values; AID 1346378; activity change, negative = inhibition, % at 76.9 µM; in the data active means activity change below about -50%; inconclusive means mostly about -30% to -49%;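 further: -100% = wells without enzyme as full effect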
#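 ADP-Glo luminescence measured ADP generated by PI4K2A enzyme (4 ug/mL before mixing) with 1.2 mM PI substrate (pre-mix) and 300 microM ATP (pre-mix). Tris pH7.5 buffer with MgCl2, Triton X-100; 1 h reaction at ambient temperature.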
# BAZ2B inh: inhibitors of human BAZ2B bromodomain; Potency, µM (doses to about 114 µM), inactives show at the top dose activity change, negative = inhibition, hits mostly inhibitors; Q9UIF8; 4.4% of 360,000 active; AlphaScreen BAZ2B-H3K14Ac peptide displacement; further: potency means the concentration at half of the fitted maximal effect; on the % scale 0 is the no-effect control and ±100 the full control effect; nearly all actives have a fitted effect of over 60% in size
#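 AlphaScreen displacement of biotin-H3(5-23)K14Ac peptide (50 nM final) from BAZ2B (50 nM final) in PBS pH 7.4, 0.01% Tween-20; complex preformed 30 min RT, then compounds (top 110 uM) 30 min RT, beads 20 min dark.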
# HP1b chromo inh: HP1-beta chromodomain-methylated histone interaction inhibition; 0.56% of 390,000 active; AlphaScreen HP1-beta / biotin-H3K9me3 peptide binding; Potency, µM (top dose mostly 114 µM), without a hit: at the top dose activity change, negative = inhibition, hits mostly inhibitors; further: potency means the concentration at half of the fitted maximal effect; nearly all actives have a fitted effect of over 70% in size; inactives centre near 23
# Target sequence (P83916 whole entry, looked up): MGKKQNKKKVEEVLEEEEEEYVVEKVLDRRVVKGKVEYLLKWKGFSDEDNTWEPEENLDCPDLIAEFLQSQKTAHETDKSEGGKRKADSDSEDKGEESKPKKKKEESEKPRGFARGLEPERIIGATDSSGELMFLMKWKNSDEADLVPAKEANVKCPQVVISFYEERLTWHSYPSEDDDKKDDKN
#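 Compound inhibition of the preformed complex between 50 nM HP1-beta and 50 nM biotinylated H3K9me3 peptide was read by AlphaScreen. Buffer was PBS pH 7.4 with 0.01% Tween-20. Incubations ran 30 min at room temperature, with 10 ug/mL donor/acceptor beads.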
# G9a block: blocks human histone lysine methyltransferase G9a; Q96KQ7; G9a H3K9 monomethylation, AlphaScreen, 2 h; Potency, µM (highest dose often 102 µM), inactives show top-dose activity, negative = inhibition, actives largely listed as inhibitors; 8.8% of 350,000 active; further: potency means the concentration at half of the fitted maximal effect; on the % scale 0 is the no-effect control and ±100 the full control effect; nearly all actives have a fitted effect of over 75% in size
#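 Signal arises when biotinylated H3K9 peptide, once monomethylated, bridges streptavidin donor and antibody-captured acceptor beads. Enzyme at 20 nM was preincubated 15 min with test compounds; peptide 500 nM and SAM 20 uM then reacted for 2 h.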
# Tb PGK inh: T. brucei PGK inhibition; PGK/GAPDH coupled, Kinase-Glo luminescence, 60 min; Potency, µM (series often up to 57.5 µM), for the others: top-dose activity change, negative = inhibition, usual class: inhibitors; 0.043% of 380,000 active; AID 602233; further: potency means the concentration at half of the fitted maximal effect; on the % scale 0 is the no-effect control and ±100 the full control effect; nearly all actives have a fitted effect of over 60% in size
#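 Recombinant glycosomal PGK reaction used 1,3-bisphosphoglycerate generated in-well by GAPDH (100nM final) in 100mM TEA pH 7.6, 5mM MgCl2, 0.01% Tween-20. After 60 minutes at room temperature, ATP was read by Kinase-Glo Plus luminescence end-point.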
# GLS inh: glutaminase GLS (human) inhibition. O94925. GLS enzymatic activity, qHTS titration. Potency, µM (top dose mostly 45.5 µM), without a hit: at the top dose activity change, negative = inhibition, usual class: inhibitors. 0.21% of 410,000 active. AID 624170; further: potency means the concentration at half of the fitted maximal effect; on the % scale 0 is the no-effect control and ±100 the full control effect
# Target sequence (O94925 whole entry, looked up): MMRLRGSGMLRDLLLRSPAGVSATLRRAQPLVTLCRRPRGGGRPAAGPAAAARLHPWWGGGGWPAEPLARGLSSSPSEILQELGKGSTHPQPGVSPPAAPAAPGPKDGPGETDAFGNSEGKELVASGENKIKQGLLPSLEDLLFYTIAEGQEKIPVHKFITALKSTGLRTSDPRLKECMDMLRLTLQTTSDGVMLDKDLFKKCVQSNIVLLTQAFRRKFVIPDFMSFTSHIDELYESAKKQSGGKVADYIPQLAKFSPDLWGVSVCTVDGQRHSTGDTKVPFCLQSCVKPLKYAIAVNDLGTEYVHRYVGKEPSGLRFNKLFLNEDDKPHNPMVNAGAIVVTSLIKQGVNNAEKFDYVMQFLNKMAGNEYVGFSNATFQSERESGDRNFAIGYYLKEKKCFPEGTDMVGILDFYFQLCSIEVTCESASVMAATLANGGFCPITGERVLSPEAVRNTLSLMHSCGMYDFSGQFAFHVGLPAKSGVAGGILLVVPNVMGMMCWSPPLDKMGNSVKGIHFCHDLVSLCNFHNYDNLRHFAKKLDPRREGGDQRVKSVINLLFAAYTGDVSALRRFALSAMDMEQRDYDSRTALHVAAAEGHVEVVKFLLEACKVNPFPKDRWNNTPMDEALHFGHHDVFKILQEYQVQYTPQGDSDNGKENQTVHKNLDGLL
#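 hKGA in 45 mM KH2PO4 pH 8.2, 0.02% Tween-20 with pin-transferred compounds; 1 mM L-glutamine (stock) plus glutamate oxidase/HRP/Amplex Red coupling added. Fluorescence read initially and after 30 min at RT.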
# Starred values were filed as active, the others as inactive; i = inactive; ? = inconclusive; . = no result given; & = joins results of further samples; [ ] = another dose, or the depositor's remark. Unless noted, the call rests on the fitted dose curve; in most records, active means well fitted curve in the direction sought with a large enough effect; inconclusive means small, poorly fitted or top-dose-only effect, or another doubt; inactive means no such curve, though single readings can be large; an effect the other way counts as inactive or inconclusive.
JMJD2A Tudor inh	POLH inh	Pin1 inhibitor	PI4K2A block	BAZ2B inh	HP1b chromo inh	G9a block	Tb PGK inh	GLS inh	Molecule
124%[activator]	-7%	-2%	1	152%[activator]	160%[activator]	321%[activator]	-1%	-6%	Cc1ccc(/C(N)=N/OC(=O)Cc2cccs2)cc1
-2%	-2%	-1%	-5	-2%	26%	3%[0.0925 µM]	1%	1%	CCOC(=O)Cc1csc(NC(=O)c2cnc3sc(C)cn3c2=O)n1
-20%[11.4 µM]	?	2%	1	-19%	-9%	-15%	-9%	-11%	O=C(NCC1CCCO1)C(Cc1ccccc1)N1C(=O)C2C3C=CC(C4CC34)C2C1=O (stereo not drawn)
-19%	-24%	-26%	-3	-10%	35%	-23%	-9%	4%	CCN(CC)C(=O)C12C(=O)Oc3ccccc3C1C2(C)C(=O)c1ccc(F)cc1 (stereo not drawn)
-16%	-9%	-4%	4	-4%	19%	?	-2%	24%	COC(=O)c1c(NC(=O)C2CC=CCC2C(=O)O)sc(C)c1C (stereo not drawn)
-1%	-20%	-6%	-2	10%	29%	0%	7%	-7%	CCOc1ccc(OCC(=O)OCC(=O)Nc2ccccc2C#N)cc1
-11%	-18%	3%	1	-2%	24%	28µM*	.	21%	CC(C)CCOCC(O)CCC(=O)NNC(=S)Nc1ccccc1 (stereo not drawn)
-22%	-8%	10%	-1	-8%	-2%	-7%[59 µM]	-11%	-2%	Cc1cc(C)c2c(CC(=O)Nc3c(C(=O)Nc4ccc(Cl)cc4)oc4ccccc34)coc2c1
?	?	11%	-2	1%	31%	?	-4%	2%	CCc1ccc(N=C2NC(=O)CC(C(=O)Nc3ccc(OC)cc3)S2)cc1 (stereo not drawn)
-15%	-11%	18%	14	-36%	7%	-5%	7%	2%	O=C(Oc1ccccc1/C=C\C(=O)c1cc2ccccc2o1)c1cccc(F)c1
4%&-1%	1%&5%	1%&4%	-2&2	1%&-37%	23%&22%	26%&-2%[59 µM]	-8%&-1%	8%&6%	COc1ccc(CNC(=O)c2cc3cc(OC)ccc3oc2=O)cc1
16%	-22%	1%	1	3%	40%[activator]	8%[59 µM]	8%	-11%	CCOc1ccc(C(=O)NCC(=O)OCc2c(C)noc2C)cc1
-3%	-20%	-3%	-2	.	26%	.	2%	-10%	CC(=O)Oc1cc2c(c3ccccc13)CCC2=O
?	-9%	-1%	4	50µM*	?	5µM*	-6%	9%	Cc1cc(C)c2c(c1)-c1c(ssc1=S)C(C)(C)N2C(=O)CSc1nncn1C
-19%	-11%	-1%	-8	-11%	41%	25%	i	-7%	CCn1nc(C)c(CN2CCCC(CNS(=O)(=O)c3ccc(OC)cc3)C2)c1C (stereo not drawn)
-19%	-2%	1%	-4	-25%	5%	4%[2.33 µM]	-3%	0%	C#CCOCCOCCOCCNc1nc(N2CCN(C(=O)Cn3cc(CCCCN)nn3)CC2)nc(N2CCN(C(=O)[C@H](CCCCN)n3cc(CCCC)nn3)CC2)n1
-9%	-12%	-6%	-1	.	17%	.	-4%	-3%	CC(C)C(NC(=O)c1ccc(Cl)cc1Cl)C(=O)N1CCC1 (stereo not drawn)
-5%	-5%	-9%	3	.	32%	-1%	i	-9%	CCN=C1SC(C(=O)Nc2cccc(Cl)c2)CC(=O)N1CC (stereo not drawn)
-26%	-1%	0%	-1	6%	23%	4%[2.33 µM]	-7%	1%	CN(C)C1=NC[C@H](Cc2ccccc2)N1CC1CCCC1
-10%	-3%	1%	-1	5%	13%	19%[2.33 µM]	5%	-2%	CCOC(=O)Cn1cnc2c(nnn2Cc2ccc(Cl)cc2)c1=O
-9%	-21%	6%	0	.	24%	.	i	-1%	CCOC(=O)Cc1csc(SCC(=O)N2CCN(c3ccccc3)CC2)n1
-3%&-3%	-16%&-2%	6%&-5%	-2&-2	12%&4%	43%&48%[activator]	23%[2.33 µM]	3%&8%	1%&1%	COCCNC(=O)CCn1nc(-c2ccc(Cl)cc2)c2ccccc2c1=O
-2%	1%	4%	-3	7%	6%	-47%	-2%	-14%	COc1ccc2nc3oc(C(=O)N4CCN(c5ccccc5F)CC4)cc3cc2c1
-10%	10%	-2%	-3	-19%	29%	11%	-7%	14%	Cc1oc2ccc(OCc3ccc(Cl)cc3)cc2c1C(=O)O
?	5%	?	-1	?	7%	25µM*	2%	-1%	O=C(Nc1ccc(Nc2ccccc2)cc1)C1CC1
-6%	-2%	-2%	1	8%	21%	4%	-3%	-5%	CCOC(=O)C1CCCN(C(=O)C2CCN(S(=O)(=O)c3cccs3)CC2)C1 (stereo not drawn)
-10%	-12%	-1%	-2	-9%	36%	0%[12.7 µM]	-1%	-2%	Cc1[nH]nc2c1C(c1ccccn1)N(c1ccc(Br)cc1)C2=O (stereo not drawn)
-4%	-17%	-11%	0	.	57%[activator]	.	3%	21%	COc1cccc(NC(=S)NC(=O)Cc2ccccc2)c1
0%	7%	1%	1	-4%	4%	-4%[59 µM]	-6%[11.5 µM]	4%	COc1ccc(CCNC(=O)C2CCCN(C(=O)N(C)C)C2)c(OC)c1 (stereo not drawn)
20%[11.4 µM]	-11%	2%	-5	-31%	-7%	49%[0.501 µM]	-1%	4%	Cc1ccc(NC(=O)c2cc(NC(=O)CCCC(=O)O)ccc2Cl)cc1Cl

# 5 structures out of the list, arranged by heavy-atom count, falling:
JMJD2A Tudor inh	POLH inh	Pin1 inhibitor	PI4K2A block	BAZ2B inh	HP1b chromo inh	G9a block	Tb PGK inh	GLS inh	Molecule
-20%[11.4 µM]	?	2%	1	-19%	-9%	-15%	-9%	-11%	O=C(NCC1CCCO1)C(Cc1ccccc1)N1C(=O)C2C3C=CC(C4CC34)C2C1=O (stereo not drawn)
-6%	-2%	-2%	1	8%	21%	4%	-3%	-5%	CCOC(=O)C1CCCN(C(=O)C2CCN(S(=O)(=O)c3cccs3)CC2)C1 (stereo not drawn)
0%	7%	1%	1	-4%	4%	-4%[59 µM]	-6%[11.5 µM]	4%	COc1ccc(CCNC(=O)C2CCCN(C(=O)N(C)C)C2)c(OC)c1 (stereo not drawn)
-26%	-1%	0%	-1	6%	23%	4%[2.33 µM]	-7%	1%	CN(C)C1=NC[C@H](Cc2ccccc2)N1CC1CCCC1
?	5%	?	-1	?	7%	25µM*	2%	-1%	O=C(Nc1ccc(Nc2ccccc2)cc1)C1CC1

# 3 of the entries above in order of their number in Pin1 inhibitor, low to high:
JMJD2A Tudor inh	POLH inh	Pin1 inhibitor	PI4K2A block	BAZ2B inh	HP1b chromo inh	G9a block	Tb PGK inh	GLS inh	Molecule
-26%	-1%	0%	-1	6%	23%	4%[2.33 µM]	-7%	1%	CN(C)C1=NC[C@H](Cc2ccccc2)N1CC1CCCC1
-11%	-18%	3%	1	-2%	24%	28µM*	.	21%	CC(C)CCOCC(O)CCC(=O)NNC(=S)Nc1ccccc1 (stereo not drawn)
?	?	11%	-2	1%	31%	?	-4%	2%	CCc1ccc(N=C2NC(=O)CC(C(=O)Nc3ccc(OC)cc3)S2)cc1 (stereo not drawn)

# The list goes on.
JMJD2A Tudor inh	POLH inh	Pin1 inhibitor	PI4K2A block	BAZ2B inh	HP1b chromo inh	G9a block	Tb PGK inh	GLS inh	Molecule
-9%	-1%	-3%	-1	-28%	25%	14%[12.7 µM]	-5%	1%	COc1ccc(C)cc1NC(=O)CCCN1C(=O)CN(C)C1=O
-14%	-23%	-2%	-2	-11%	15%	-8%	3%	9%	O=C(c1cc(N2C(=O)C3C4CCC(C4)C3C2=O)ccc1Cl)N1CCN(c2ccccc2)CC1 (stereo not drawn)
21%	4%	4%	2	6%	75%[activator]	19%[59 µM]	8%	-4%	CCc1ccc(NC(=O)CSc2nc(-c3ccccc3)no2)cc1
-20%	-3%	0%	-1	-11%	32%	-32%[59 µM]	11%	15%	Clc1ccc2nc(-c3ccc(N4CCOCC4)cc3)c(Nc3ccccc3)n2c1
-17%	22µM*	?	-2	?	9%	?	-10%	-13%	COc1cc(/C=C2\NC(=S)NC2=O)ccc1OCc1cccc(C(=O)O)c1
73%[activator]	-12%	-6%	10	?	80%[activator]	70%[activator]	i	-6%	c1ccc2c(COn3nnc4ccccc43)cccc2c1
-14%	13%	-5%	6	1%	16%	-20%	3%	14%	COc1ccc(/C=C(/NC(=O)c2ccccc2)c2nc3ccccc3[nH]2)cc1OC
-28%	-11%	0%	11	?	9%	?	-6%	6%	O=C(CSc1nnc(COc2ccccc2F)n1-c1ccccc1)NCc1ccco1
-3%	-15%	-2%	-1	.	4%[57 µM]	.	2%	19%	COc1cc(C(=O)NC(=S)N2CCN(C)CC2)cc(OC)c1OC
?	3%	-5%	3	7%	4%	13%[12.7 µM]	0%	-1%	O=c1c(Oc2ccccc2Br)c(C(F)(F)F)oc2c(CN3CCCC3)c(O)ccc12
-17%	-1%	-4%	4	-12%	15%	?	3%	24%	COc1ccccc1NS(=O)(=O)c1ccc(NC(=O)CCNC(=O)c2ccco2)cc1
10%	-8%	9%	0	-9%	50%[activator]	6%[59 µM]	10%	5%	COc1ccc(CNC(=O)c2cc(-c3ccc(C)c(C)c3)n[nH]2)cc1
200%[activator]	-11%	4%	3	61%[activator]	378%[activator]	210%[activator]	i	2%	CN(C)c1nc(-c2cccs2)cc(C(F)(F)F)c1C#N
-21%	-16%	-3%	-4	1%	39%	9%	-2%	-1%	O=C(NC1CCCN(c2ccc(C(F)(F)F)cn2)C1)c1cc(Cl)ccc1F (stereo not drawn)

# Only part of the results is shown; count on the stated rates, not on these rows.
